# Assay outcomes deposited in PubChem BioAssay by Broad Institute.
# RAD52 anneal inh: blocks human RAD52 DNA annealing. inhibition, % at 18.7 µM. P43351. 360,000 tested, 0.46% active. recombinant RAD52 DNA annealing, FRET fluorescence;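 active means every replicate showing at least 50% inhibition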
# Target sequence (P43351 whole entry, looked up): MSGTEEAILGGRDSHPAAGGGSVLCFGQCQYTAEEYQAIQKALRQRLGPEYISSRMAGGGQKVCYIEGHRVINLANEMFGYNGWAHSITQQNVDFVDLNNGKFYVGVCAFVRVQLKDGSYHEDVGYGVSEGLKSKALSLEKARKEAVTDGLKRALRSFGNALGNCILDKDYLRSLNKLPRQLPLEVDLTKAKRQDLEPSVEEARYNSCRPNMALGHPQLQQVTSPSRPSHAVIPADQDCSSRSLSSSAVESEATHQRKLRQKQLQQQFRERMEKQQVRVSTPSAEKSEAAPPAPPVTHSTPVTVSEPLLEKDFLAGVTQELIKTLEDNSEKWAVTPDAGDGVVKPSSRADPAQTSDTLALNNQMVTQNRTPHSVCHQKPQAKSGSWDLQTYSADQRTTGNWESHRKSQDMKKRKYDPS
# S100A4 MyoIIA: inhibitors of human S100A4 binding to myosin IIA peptide; 360,000 tested, 0.14% active; S100A4/TAMRA-MyoIIA peptide fluorescence polarization; inhibition, % at 10.7 µM;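 active means mean inhibition of at least 70% across replicates, with every replicate also reaching that level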
# Target sequence (P26447 whole entry, looked up): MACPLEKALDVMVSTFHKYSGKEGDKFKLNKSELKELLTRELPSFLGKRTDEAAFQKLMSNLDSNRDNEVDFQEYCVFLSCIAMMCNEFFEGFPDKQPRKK
#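 Compound dosing: one dose per compound; test system: human S100A4 monomer with TAMRA-labelled myosin IIA peptide; probe or stimulus: TAMRA-labelled myosin IIA heavy-chain peptide probe, 5 nM; medium: HEPES buffer with Ca2+, pH 7.2; schedule: 5 min incubation before reading; benchmarks: neutral control DMSO, positive control TFP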
# E-selectin induc: E-selectin induction on HUVECs; P16581; HUVEC E-selectin immunofluorescence imaging; normalized: neutral wells 0, TNF-alpha wells 100; activation, % at 7.58 µM; 260,000 tested, 0.37% active; AID 686992;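 active means mean E-selectin-positive cell signal at least 10% of the positive control, reached in at least 60% of replicates, without over 20% cell loss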;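 further: in these data hits start at about 27%; measured in HUVEC primary endothelial cells; signal is the percent of cells scored E-selectin positive by PE staining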
#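 assay system = HUVEC, human umbilical vein endothelial cells | input = 3,000 HUVEC seeded per well | medium = EGM-2 growth medium on 0.1% gelatin-coated wells | dosing = one compound dose added by pin transfer | signal = immunofluorescence imaging | read-out basis = % PE-positive cells | control set = TNF-alpha, DMSO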
# ERp5 block: inhibitors of human ERp5; ERp5 insulin aggregation, absorbance 650 nm, 90 min; 350,000 tested, 0.05% active; Q15084; inhibition, % at 9.99 µM;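 active means mean replicate inhibition above about 25%, with every replicate also reaching it, limit read from the data, passing the limit was not always enough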
# Target sequence (Q15084 whole entry, looked up): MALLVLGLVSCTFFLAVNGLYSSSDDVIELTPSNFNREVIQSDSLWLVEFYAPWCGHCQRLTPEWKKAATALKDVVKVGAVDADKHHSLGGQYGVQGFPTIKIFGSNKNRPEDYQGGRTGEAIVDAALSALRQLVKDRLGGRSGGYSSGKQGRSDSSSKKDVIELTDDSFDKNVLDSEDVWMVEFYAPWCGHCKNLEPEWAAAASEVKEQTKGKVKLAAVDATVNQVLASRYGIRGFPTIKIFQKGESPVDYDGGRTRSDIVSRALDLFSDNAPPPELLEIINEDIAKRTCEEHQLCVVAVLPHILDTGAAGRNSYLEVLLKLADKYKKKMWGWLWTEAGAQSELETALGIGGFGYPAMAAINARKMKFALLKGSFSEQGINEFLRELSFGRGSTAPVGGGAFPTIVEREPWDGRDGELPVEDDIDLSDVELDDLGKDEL
# ERAP1 HTS inh: inhibitors of human ERAP1 aminopeptidase; recombinant ERAP1, Leu-AMC fluorescence, 60 min; inhibition, % at 10.7 µM; 340,000 tested, 0.15% active; AID 652197; Q9NZ08;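 active means mean replicate inhibition of at least 30%, or all replicates individually reaching that 30% level; inactive means mean below 30% and not every replicate reaching it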;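 further: 0% = neutral control wells and 100% = L-leucinethiol positive control wells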
# RAD54 branch: inhibitors of human RAD54 branch migration. Q92698. RAD54 Holliday junction branch migration, FAM/BHQ fluorescence. inhibition, % at 10.4 µM. 360,000 tested, 0.14% active;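 active means mean normalized replicate activity at least 40 and at least half of replicates scoring 40 or more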;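 further: 0% = median of neutral control wells and 100% = median of positive control wells; inhibitors cause a drop in the FAM fluorescence signal; in these data hits start at about 50%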
# XiGFP reactiv: X-chromosome reactivation activator | activation, % at 7.58 µM | XiGFP mouse fibroblasts, % GFP-positive cells imaging, 3 d; cells co-treated with 5-aza-dC sensitizer; scaled so ellipticine positive control = 100% | 360,000 tested, 0.055% active;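 active means mean normalized replicate activation at least 10% and every replicate at or above 10%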;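 further: 0% = median of on-plate neutral control wells and 100% = ellipticine 6 µM median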
#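 Material: SV40-immortalized XiGFP fibroblast cells, line 68-5-11 | Buffer or medium: DMEM containing 5-aza-dC | Dosing: One concentration, pinned | Times: 3 d treatment, 15 min room-temperature fixation | Controls: Ellipticine 6 µM positive control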
# esBAF inh: blocks esBAF chromatin remodeling in mouse ES cells. Bmi1-luciferase knock-in reporter, 24 h; 100% = twice the neutral-well signal. reporter increase, % at 12.5 µM. 350,000 tested, 2% active. AID 602393; in the data active means activation above about 40%;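 further: 0% = median of the plate's neutral control wells and 100% = double that signal; a rise in the Bmi1 reporter signal indicates esBAF inhibition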
# Numbers without * were called inactive; · = no result given; & = joins results of further samples; ! = a repeat was not active. Hits appear at their usual frequency (roughly 2.5% active in at least one column).
SMILES,RAD52 anneal inh,S100A4 MyoIIA,E-selectin induc,ERp5 block,ERAP1 HTS inh,RAD54 branch,XiGFP reactiv,esBAF inh
CCN1CCN(CC(=O)Nc2cc(C)on2)CC1,-22,3,·,0,2,·,0.1,·
Cc1cc(=O)oc2cc(OCC(=O)N3CCN(C(=O)c4ccco4)CC3)ccc12,0,5,·,2,6,·,1.6,·
O=C1NC[C@H](CCCCN2C[C@H](Cc3ccc(O)cc3)N(CC3CCCCC3)C(=O)C2=O)N(CC2CCCCC2)C1=O,-2,2,-0.2,12,·,·,-0.1,·
CN1CC(COCc2ccccc2)Oc2ccccc2S1(=O)=O (configuration not stated),-16,-5,-0.1,-1,·,-7,0.1,0
CCOc1ccc(NC(=O)C2CCCN(S(=O)(=O)c3c(C)noc3C)C2)cc1 (configuration not stated),-8,-5,·,-7,-1,-3,0.1,6
CCN(CC)C(=O)C1=C(C)N(CCC2=CCCCC2)C(=O)C(CC(=O)NCCCCc2ccccc2)C1 (configuration not stated),8,-1,0.1,0,0,3,0.0,1
O=S(=O)(c1cccc2ccccc12)N1CCCCC1,-11,-4,·,-5,2,3,0.2,2
O=C(COc1cccnc1[N+](=O)[O-])NCCc1ccc(Cl)cc1Cl,-3,8,1.5,4,6,-5,-0.2,-3
COc1ccccc1CNC(=O)c1ccc(OC(C)C)cc1,-3,-1,·,-2,-1,·,0.0,-3
COc1ccc(S(=O)(=O)Nc2ccc3c(c2)CC(=O)N([C@@H](C)CO)C[C@@H](C)[C@@H](CN(C)Cc2ccncc2)O3)cc1,10,-4,6.1,-5,1,8,-1.3,1
CC1=C(C)CC(C(=O)Nc2ccc(C(=O)N3CCOCC3)cc2)C(C(=O)O)C1 (configuration not stated),-13,-9,-1.8,0,-4,-1,0.0,-5
Cc1ccc(Cl)cc1N1CCN(C(=S)NCCc2ccccc2)CC1,-7,-4,-1.0,7,3,·,0.0,·
Cc1ccc(C(=O)NC(=S)Nc2ccc(-c3ccc(CO)o3)cc2)cc1,-15,-1,5.6,0,-2,·,0.0,·
Cc1ccccc1S(=O)(=O)N1C[C@@H]2N[C@H](C1)C2c1ccc(-c2ccc(C#N)cc2)cc1 (some centres not stated),72*!,3&0,-0.1&0.1,-2&4,0&2,·,0.2&0.0,·
COc1ccc(CNC(=O)CSc2nnc(C)c(=O)[nH]2)cc1,-21,-2,-0.3,5,·,·,0.2,-5
COc1ccccc1CC(NC(C)=O)C(=O)NC1CCN(S(=O)(=O)c2ccc(NC(C)=O)cc2)CC1 (configuration not stated),0,-3,0.0,4,-6,-8,0.0,-6
CCCC(=O)Nc1ccc2c(c1)OC[C@@H](C)N(C(=O)CN(C)C)C[C@H](C)[C@@H](OC)CN(C)C2=O,-7,0,-0.2,2,·,8,-0.3,-2
COc1ccccc1C#Cc1cnc2c(c1)C(=O)N([C@@H](C)CO)C[C@H](C)[C@H](CN(C)C(=O)CN(C)C)O2,22,-37,-0.1,-3,1,-1,2.9,-3
N#Cc1cccc(-c2ccc([C@H]3[C@@H](CO)N4CCCCN(C(=O)Nc5cccc(F)c5)C[C@H]34)cc2)c1,-25,-2,0.2,0,1,11,0.2,-5
O=C1[C@H]2[C@@H](c3ccc(F)cc3)N3C(=O)N(c4ccccc4)C(=O)[C@@]3(Cc3ccc(Cl)cc3)[C@H]2C(=O)N1C1CCCCC1,-3,17,-0.1,-13,-4,5,-0.1,3
O=C(C[C@@H]1C[C@@H]2c3cc(NC(=O)c4ccc5c(c4)OCO5)ccc3O[C@@H]2[C@H](CO)O1)NCc1ccc(Oc2ccccc2)cc1,2,-3,14,0,1,2,0.0,4
CN(CC(=O)NCc1cccnc1)S(=O)(=O)c1ccc2c(c1)c(=O)n(C)c(=O)n2C,-10,-9,0.2,-8,-1,-7,0.4,-1
CO[C@@H]1CN(C)C(=O)c2ccc(NC(=O)C3CCC3)cc2OC[C@@H](C)N(Cc2ccc(F)cc2)C[C@H]1C,9,9,0.6,-8,0,0,0.0,1
Cc1noc(C)c1CSCC(=O)N(C)CC(=O)Nc1ccccc1Cl,-13,-1,·,-2,1,4,0.3,-1
Cc1cccc(OC(C)C(=O)Nc2ccc3c(c2)OCCO3)c1 (configuration not stated),-17,7,-0.2,8,-1,7,0.1,-12
COC(=O)c1cc2ccsc2n1CC(=O)N1CCCc2ccccc21,-16,-1,·,-2,5,-4,·,2
CCc1ccc(N2C(=O)Nc3ccc(Br)cc3C2(O)C(=O)NCCN(C)C)cc1 (configuration not stated),-12,-4,·,0,-1,3,0.0,1
C[C@H]1CN([C@@H](C)CO)C(=O)c2cc(NC(=O)Cn3cnnn3)ccc2O[C@H]1CN(C)Cc1ccc(Oc2ccccc2)cc1,0,-43,139*,-3,0,-1,0.2,3
OC[C@H]1[C@@H](c2ccc(/C=C/c3ccccc3)cc2)[C@@H]2CN(Cc3cncnc3)CCCCN12,-32,-2,·,-1,0,11,·,·
CC1CN(C(=O)NCc2ccccc2)c2cc(Cl)ccc2O1 (configuration not stated),-5,-9,0.2,3,-5,11,0.1,-1
Cc1cccc(NC(=O)CN(C)S(=O)(=O)c2cccc3cccnc23)c1C,-8,-2,·,-7,-2,7,0.1,·
Nc1nc(SCc2ccc([N+](=O)[O-])cc2)c2ncn(C3OC(CO)C(O)C3O)c2n1 (configuration not stated),-8,-15,·,1,0,5,-0.1,-6
Cc1ccc(S(=O)(=O)NC(CC(C)C)C(=O)NCCCn2nc(C)cc2C)cc1 (configuration not stated),-9,-4,·,-1,1,1,-0.4,1
CCC(=O)N1[C@@H]2CN(C(=O)c3ccncc3)c3ccccc3[C@@H]2[C@@H]1CO,5,3,-0.4,1,1,1,0.0,-4
CC12CCC(=O)N1C(C(=O)NNC(=O)c1ccccc1Cl)CS2 (configuration not stated),-16,-2,·,-2,2,-8,0.0,-3
Cc1ccc(S(=O)(=O)N2C[C@@H](C)[C@]3(C2)[C@H](O)[C@H](OC(=O)Nc2c(C)noc2C)C[C@H]2C(=O)N(c4ccccc4)C(=O)[C@H]23)cc1,-13,-2,5.0,2,·,-3,0.1,-5
CC1(C(=O)NS(=O)(=O)c2cccc(F)c2)CCN1C(=O)Cc1ccccc1Cl (configuration not stated),-6,9,-0.2,2,2,17,0.3,-10
CCOC(=O)C1(C)CCCCN1C(=O)c1ccnc(Cl)c1 (configuration not stated),4,-2,0.8,7,0,7,0.2,4
CN(Cc1ccc(C(C)(C)C)cc1)C(=O)Cc1ccc(S(=O)(=O)N2CCOCC2)s1,-135,-13,·,-8,0,-5,-0.1,1
COc1cccc(C2N=C(c3ccccc3C)NO2)c1OC (configuration not stated),-22,3,·,2,-4,-5,0.2,24
COc1cc(OC)c2ccc(=O)oc2c1C(CCN1CCCC1)c1ccc(N(C)C)cc1 (configuration not stated),·,·,-0.1,·,·,13,0.0,3
O=C(C1CCCC1)N1CC(=O)N2[C@H](C1)[C@@H](c1ccc(-c3ccccc3F)cc1)[C@@H]2CO,·,-12,0.5,0,0,·,0.1,·
Cc1ccccc1-c1cnc2c(c1)C(=O)N([C@H](C)CO)C[C@H](C)[C@H](CN(C)C(=O)CN(C)C)O2,10,37,0.1,4,1,0,-1.0,-12
Cc1noc(C)c1S(=O)(=O)Nc1ccc2c(c1)C(=O)N([C@@H](C)CO)C[C@H](C)[C@H](CN(C)C(=O)CCC(F)(F)F)OCCCC[C@@H](C)O2,6,0,0.2,2,0,-5,-0.3,0
O=c1c(NCCc2ccc(Cl)cc2)c(-c2ccccc2)c1=O,-12,-3,0.1,3,-3,0,0.4,7

# Looked up above.
# `COc1cc(OC)c2ccc(=O)oc2c1C(CCN1CCCC1)c1ccc(N(C)C)cc1` (configuration not stated) in XiGFP reactiv is entered as 0.0
# `Nc1nc(SCc2ccc([N+](=O)[O-])cc2)c2ncn(C3OC(CO)C(O)C3O)c2n1` (configuration not stated) in esBAF inh is entered as -6
# `COc1cccc(C2N=C(c3ccccc3C)NO2)c1OC` (configuration not stated) in ERp5 block is entered as 2
# `CN(Cc1ccc(C(C)(C)C)cc1)C(=O)Cc1ccc(S(=O)(=O)N2CCOCC2)s1` in S100A4 MyoIIA is entered as -13

# Entries listed so far with a cyano group:
SMILES,RAD52 anneal inh,S100A4 MyoIIA,E-selectin induc,ERp5 block,ERAP1 HTS inh,RAD54 branch,XiGFP reactiv,esBAF inh
Cc1ccccc1S(=O)(=O)N1C[C@@H]2N[C@H](C1)C2c1ccc(-c2ccc(C#N)cc2)cc1 (some centres not stated),72*!,3&0,-0.1&0.1,-2&4,0&2,·,0.2&0.0,·
N#Cc1cccc(-c2ccc([C@H]3[C@@H](CO)N4CCCCN(C(=O)Nc5cccc(F)c5)C[C@H]34)cc2)c1,-25,-2,0.2,0,1,11,0.2,-5

# Part of the list above, with tabs:
Molecule	RAD52 anneal inh	S100A4 MyoIIA	E-selectin induc	ERp5 block	ERAP1 HTS inh	RAD54 branch	XiGFP reactiv	esBAF inh
N#Cc1cccc(-c2ccc([C@H]3[C@@H](CO)N4CCCCN(C(=O)Nc5cccc(F)c5)C[C@H]34)cc2)c1	-25	-2	0.2	0	1	11	0.2	-5
O=C1[C@H]2[C@@H](c3ccc(F)cc3)N3C(=O)N(c4ccccc4)C(=O)[C@@]3(Cc3ccc(Cl)cc3)[C@H]2C(=O)N1C1CCCCC1	-3	17	-0.1	-13	-4	5	-0.1	3
O=C(C[C@@H]1C[C@@H]2c3cc(NC(=O)c4ccc5c(c4)OCO5)ccc3O[C@@H]2[C@H](CO)O1)NCc1ccc(Oc2ccccc2)cc1	2	-3	14	0	1	2	0.0	4
CN(CC(=O)NCc1cccnc1)S(=O)(=O)c1ccc2c(c1)c(=O)n(C)c(=O)n2C	-10	-9	0.2	-8	-1	-7	0.4	-1
CO[C@@H]1CN(C)C(=O)c2ccc(NC(=O)C3CCC3)cc2OC[C@@H](C)N(Cc2ccc(F)cc2)C[C@H]1C	9	9	0.6	-8	0	0	0.0	1

# Other records follow:
SMILES,RAD52 anneal inh,S100A4 MyoIIA,E-selectin induc,ERp5 block,ERAP1 HTS inh,RAD54 branch,XiGFP reactiv,esBAF inh
CCOC(=O)C1(Cc2cccc(Cl)c2)CCCN(C(=O)c2ccco2)C1 (configuration not stated),1,-5,·,2,0,5,0.0,13
O=C(O)CCn1cc(-c2ccc(Cl)cc2)nc1-c1ccc(Cl)nc1,-24,20,0.1,-5,0,0,0.7,-2
CO[C@@H]1CN(C)C(=O)c2cc(NC(=O)NC(C)C)ccc2OC[C@@H](C)N(CC2CC2)C[C@@H]1C,-2,-1,-0.3,-4,9,-1,0.2,1
CN1c2ccc(-c3ccc(F)cc3)cc2[C@@H]2[C@@H](CCN2S(=O)(=O)c2ccc(F)cc2)[C@H]1CO,·,·,0.4,·,·,-1,0.3,1
COC(=O)Nc1ccc(S(=O)(=O)N2CCCC(C(=O)N3CCC(C)CC3)C2)cc1 (configuration not stated),-11,-2,·,1,6,·,0.0,·
COc1ccc2c(c1)c1ccc3c(c1n2C)C(=O)C=CC3=O,0,-4,-0.1,5,2,4,0.3,-13
Nc1ccc(-c2c3ccccc3nc3ccccc23)cc1,-4,-2,·,-2,4,-2,0.3,-1
C[C@@H]1CCCCO[C@H](CN(C)C(=O)C2CCCCC2)[C@@H](C)CN([C@@H](C)CO)C(=O)c2cc(NC(=O)c3ccccc3)ccc2O1,-8,3,0.1,1,1,-6,-0.2,4
CC(=O)Nc1ccc(C(=O)CN2C(=O)NC3(CCCc4ccccc43)C2=O)c(F)c1 (configuration not stated),-13,56,0.1,-1,2,0,0.2,·
